Screening results: PubChem, Broad Institute
RAD52 anneal inh: RAD52 (human) annealing inhibition; 0.46% of 360,000 active; P43351; recombinant RAD52 DNA annealing, FRET fluorescence; AID 651710; inhibition, % at 18.7 µM;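 active means every replicate showing at least 50% inhibition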
ERAP1 HTS inh: ERAP1 (human) enzyme inhibition | recombinant ERAP1, Leu-AMC fluorescence, 60 min | AID 652197 | inhibition, % at 10.7 µM | 0.15% of 340,000 active | Q9NZ08;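 active means mean replicate inhibition of at least 30%, or all replicates individually reaching that 30% level; inactive means mean below 30% and not every replicate reaching it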;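 further: 0% = neutral control wells and 100% = L-leucinethiol positive control wells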
Target sequence (Q9NZ08 whole entry, looked up): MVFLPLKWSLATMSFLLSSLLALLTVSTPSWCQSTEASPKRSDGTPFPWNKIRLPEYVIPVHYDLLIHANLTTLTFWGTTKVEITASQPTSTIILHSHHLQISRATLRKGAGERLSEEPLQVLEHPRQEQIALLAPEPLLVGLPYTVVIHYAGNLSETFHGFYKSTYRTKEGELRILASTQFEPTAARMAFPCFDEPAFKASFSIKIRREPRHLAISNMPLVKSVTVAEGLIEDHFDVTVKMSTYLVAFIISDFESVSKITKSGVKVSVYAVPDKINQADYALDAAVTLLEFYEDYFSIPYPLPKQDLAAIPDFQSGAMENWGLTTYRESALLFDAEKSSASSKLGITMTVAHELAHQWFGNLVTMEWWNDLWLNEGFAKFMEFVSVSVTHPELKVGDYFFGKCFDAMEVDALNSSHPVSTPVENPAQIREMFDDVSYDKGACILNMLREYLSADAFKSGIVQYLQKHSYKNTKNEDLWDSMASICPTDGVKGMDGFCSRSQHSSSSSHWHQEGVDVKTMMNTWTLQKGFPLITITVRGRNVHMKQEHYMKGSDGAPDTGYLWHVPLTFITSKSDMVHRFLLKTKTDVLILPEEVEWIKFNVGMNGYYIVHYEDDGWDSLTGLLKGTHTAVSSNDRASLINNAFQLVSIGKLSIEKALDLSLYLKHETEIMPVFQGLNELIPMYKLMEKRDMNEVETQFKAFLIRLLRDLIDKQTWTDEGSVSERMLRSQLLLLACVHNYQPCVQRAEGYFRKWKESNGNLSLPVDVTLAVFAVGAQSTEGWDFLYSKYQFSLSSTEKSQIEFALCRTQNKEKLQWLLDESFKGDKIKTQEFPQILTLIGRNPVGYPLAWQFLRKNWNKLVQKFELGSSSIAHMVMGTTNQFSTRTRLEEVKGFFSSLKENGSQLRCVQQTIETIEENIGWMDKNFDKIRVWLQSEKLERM
Active calls of the source: *.

RAD52 anneal inh	ERAP1 HTS inh	SMILES
-7	3	O=C(COc1cccc(NC(=O)c2cccs2)c1)c1ccc(F)cc1
-16	-1	CCCCNc1c(N)n(CC(C)C)c(=O)[nH]c1=O
-6	0	CC(/C=N/NC(=O)c1cc(-c2ccc(C)s2)[nH]n1)=C\c1ccccc1
20	4	COc1ccc(C(=O)c2c(C)c3ccccc3n2CC(O)CNC(C)C)cc1 (stereo not drawn)
-6	-3	O=C(Nc1ccc(CN2CCS(=O)(=O)CC2)cc1)c1ccc(F)cc1
7	2	CCCCNC(=S)NNC(=O)c1ccc2c(c1)OCO2
-14	3	Cc1cccc(N2CCN(C(=O)c3ccc(CNc4c(N5CCC(C)CC5)c(=O)c4=O)cc3)CC2)c1C
2	-2	COc1ccc(-c2nc3c(c4nnc(SC(C)C(=O)Nc5ccccc5)n24)COC(C)(C)C3)cc1 (stereo not drawn)
-11	8	COc1ccc(C(=O)N/N=C/c2ccc3cccc(O)c3n2)cc1
-5	-8	O=S(=O)(CC(O)(c1ccccc1)c1ccccc1)CC(O)(c1ccccc1)c1ccccc1
-9	4	Cc1ccc(CCc2nnc(SCC(=O)Nc3cccc(Cl)c3)n2-c2ccccc2)o1
-17	1	COc1ccc(Cl)cc1NC(=S)N1CCN(S(C)(=O)=O)CC1
0	-1	CCNC(=O)c1cnn(-c2ccccc2)c1-c1ccccc1
2	0	O=C(O)CC(NC(=O)C(c1ccccc1)c1ccccc1)c1ccc(F)cc1 (stereo not drawn)
-7	0	COC(=O)Cn1c(=NC(=O)c2sc3ccccc3c2Cl)sc2cc(S(N)(=O)=O)ccc21
-31	-3	COc1cccc(C(=O)OCC(=O)Nc2nnc(-c3ccccc3)o2)c1
-34	0	O=C1NC(=Nc2ccccc2)S/C1=C\c1cccnc1
6	-6	CCOC(=O)/C(C#N)=C/c1c(OCC)n(CC)c2ccccc12
2	-2	N#CCn1c2ccccc2c2nc3ccccc3nc21
-7	6	CCN1CCN(c2nc(S(=O)(=O)c3ccc(C)cc3)c(Cl)s2)CC1
-11	-2	Cc1ccc(NC(=O)CSc2n[nH]c(=O)n2C2CC2)cc1S(=O)(=O)N1CCOCC1
-1	-2	COc1ccc(CCN2CC(C(=O)N(C)CC(=O)Nc3ccc(Cl)c(C(F)(F)F)c3)CC2=O)cc1OC (stereo not drawn)
-4	5	O=C(Nc1nnc(-c2ccc(F)cc2)o1)c1cccc([N+](=O)[O-])c1
-41	-3	O=C1CCCC2=C1Sc1ccc(Cl)cc1N2
-1	-3	Cc1ccc2cc(S(=O)(=O)NCCCN3CCOCC3)ccc2c1
-14	2	Cc1ccc(SCCNC(=S)Nc2ccc(C)cc2C)cc1
-3	-2	Cn1c(SCC(=O)c2ccc(F)cc2)nnc1-c1cccnc1
11	0	CCN(CC)CCCNC(=O)c1ccc(N2CCCCC2)c(NS(=O)(=O)c2ccc(C)cc2)c1
-27	5	Cc1cc(N2CCOCC2)n2cc(-c3ccccc3)nc2n1
-1	2	COCCNC(=O)CC(=O)N/N=C/c1cccc(C(=O)OC)c1
-30	10	Cc1ccc(C2C3C(=O)N(c4ccc(C)cc4)C(=O)C3N3CCCN23)cc1 (stereo not drawn)
-54	-3	O=C(NC1CCCC1)C(c1ccncc1)N(Cc1ccco1)C(=O)c1ccc(-c2ccccc2)[nH]1 (stereo not drawn)
-11	-2	Cc1nnc(SCC(=O)O)o1
-44	3	COc1ccc2[nH]c(=O)c(CN(CC3CCCO3)C(=S)Nc3ccccc3)cc2c1 (stereo not drawn)
5	2	Cc1ccsc1S(=O)(=O)N1CCC(CO)(CC2CCCCO2)CC1 (stereo not drawn)
-11	-9	COc1ccc(S(=O)(=O)N2CCC3(CC2)CC(=O)c2ccccc2O3)cc1OC
-1	1	CCN(CC)S(=O)(=O)c1ccc(OC(C)C)c(N)c1
-4	-11	O=C(COC(=O)CCc1ccc(S(=O)(=O)N2CCOCC2)cc1)NC1CCCC1
-5	-2	O=C(CSc1nc2ccccc2n1Cc1ccc(Cl)cc1)N/N=C/c1ccccc1C(=O)O
-13	7	COc1ccc(C(C(=O)Nc2ccc3c(c2)OCO3)N(C)C(=O)Cc2c[nH]c3ccccc23)cc1 (stereo not drawn)
2	1	Cc1cccc(-c2nn(-c3ccccc3)cc2C(=O)N(C)CC(=O)Nc2ccc(N3CCOCC3)cc2)c1
-10	1	Cc1ccc(SCC(=O)OC(C)C(=O)N2CCc3ccccc32)cc1 (stereo not drawn)
-9	0	OCC(O)/C=N/Nc1nc(N2CCCCC2)nc(N2CCCCC2)n1 (stereo not drawn)
-25	1	Cc1ccc(NC(=O)COC(=O)/C=C/c2ccc(Br)o2)cc1S(=O)(=O)N(C)C
-21	-2	COc1ccc(Oc2cc(Cl)nc(N)n2)cc1
-11	1	CSCCC(NC(=O)c1ccc(C(C)(C)C)cc1)C(=O)O (stereo not drawn)
-22	0	CCN(CC)C(=O)Cn1cc(C(=O)C(=O)NCCc2ccc(S(N)(=O)=O)cc2)c2ccccc21
-18	-2	O=c1c(N2CCOCC2)coc2ccccc12
-6	3	CCOC(=O)Cc1nnc(NC(=O)C2CCCCC2)s1
-79	1	O=C(CSc1ccccc1)NCC1(N2CCCCC2)CCCCC1
77*	9	CSc1nc(NCCCN(C)C)c2c3c(sc2n1)CN(C)CC3
-4	2	COC(=O)C1=C(NC(=O)COc2ccc(Cl)cc2Cl)CCS1
-3	1	CC(C)(C)NC(=S)NNC(=O)c1cccc(Br)c1
-20	0	O=C1NC(c2ccccc2Br)=N/C1=C\c1ccco1
-3	9	COc1ccc(-c2nnc(SCC(=O)NNC(=O)Cc3ccccc3)n2C)cc1OC
-15	-2	Cn1c(=O)c2c(ncn2CCc2ccccc2)n(C)c1=O
-12	-3	CS(=O)(=O)N(CC(=O)Nc1ccccc1C(=O)N1CCCC1)c1cccc([N+](=O)[O-])c1
-11	5	Cn1cc(Br)c(C(=O)Nc2ncc(Br)s2)n1
-10	-2	O=C(CCCc1nc2ccccc2s1)NC1CCOC1=O (stereo not drawn)
6	-3	COc1ccc(CCNc2nc(=S)[nH]c3cc(OC)c(OC)cc23)cc1OC

The listing continues:
RAD52 anneal inh	ERAP1 HTS inh	SMILES
-4	-1	C=CCN1C[C@@H](COCc2ccccc2)OCCS1(=O)=O
-2	-3	CC(C)CCNC(=S)Nc1ccc(Br)cc1
-3	-4	Cc1ccc(S(=O)(=O)N2CCOCC2)cc1NC(=O)COC(=O)Cc1ccsc1
-24	-1	COc1ccc2c(c1)c(C(=O)N/N=C/c1cccc(O)c1)c(C)n2C
-19	3	Cc1sc(NC(=O)c2ccco2)nc1-c1ccc2c(c1)CC(C)N2C(=O)C1CC1 (stereo not drawn)
-23	-6	CCc1ccc(C(=O)CSc2nc3cc(S(=O)(=O)N4CCOCC4)ccc3n2CC)cc1
-9	-4	O=C(CSc1nc2ccccc2c(=O)n1-c1ccc(F)cc1F)Nc1ccc2c(c1)CCC2
-10	5	Cc1ccc(S(=O)(=O)N(C)C)cc1NC(=O)COC(=O)CCC(=O)c1ccc(F)cc1
-13	2	COC(=O)c1cnc2c(c1C(=O)OC)c(=O)n(C)c(=O)n2C
-72	12	COc1ccccc1C1NC=C([N+](=O)[O-])C=C1[N+](=O)[O-] (stereo not drawn)
-3	0	COCCNS(=O)(=O)c1cc(C(=O)O)ccc1OC
2	2	Cc1ccc(OCC(=O)NNC(=O)C2CC(=O)N(c3ccc4c(c3)OCCO4)C2)cc1 (stereo not drawn)
-3	-2	O=C(CCc1nnc(C2CCCCC2)o1)N1CCC(Oc2cccnc2)CC1
-10	9	COc1cccc(/C=N/NC(N)=S)c1OCc1ccccc1Cl
-12	10	COc1ccc(OC)c(NC(=O)C2CCCN(S(=O)(=O)c3cccc4nonc34)C2)c1 (stereo not drawn)
0	-5	CC(=O)Nc1ccc(S(=O)(=O)N(CCc2ccccc2)CC(=O)N/N=C/c2ccc(C(=O)O)cc2)cc1
-1	11	N#CC(c1ccccc1)c1ccc(=O)[nH]n1 (stereo not drawn)
-6	11	O=C(CC1C(=O)NCCN1Cc1cccc(Oc2ccccc2)c1)NCCn1cccn1 (stereo not drawn)
1	4	O=C(C1=C(O)C(=O)N(CCOCCO)C1c1cccc([N+](=O)[O-])c1)c1cccs1 (stereo not drawn)
-14	2	COc1ccc(NCc2nc3ccccc3n2CCOc2ccc(C)cc2)cc1
-10	2	CC1CN(C(=O)CCNS(=O)(=O)c2ccc(Br)cc2)CC(C)O1 (stereo not drawn)
-12	0	COc1cccc(C=NCC(C)N=Cc2cccc(OC)c2O)c1O (stereo not drawn)
-1	8	CC1(C)CC(=O)C2=C(C1)OC1OC(=O)CC21C (stereo not drawn)
0	-4	NS(=O)(=O)c1ccc(NC(=O)c2cccc3cc4ccccc4nc23)cc1
16	-3	CC(C)(C)NC(=O)C1c2ccccc2OCC(=O)N1CCCN1CCOCC1 (stereo not drawn)
-5	-5	C=CCN(CC=C)CCCOc1ccccc1C(=O)OC
-13	-1	COc1ccc(C(=O)NCC(=O)OCc2ccc([N+](=O)[O-])cc2)cc1
-9	1	C/C(=N\Nc1nc(Nc2ccccc2)nc(N2CCOCC2)n1)c1cccs1
-14	0	COc1ccc(OCCn2c(=O)sc3ccccc32)cc1
-9	1	COC(=O)C1=NNC(C(=O)OC)C1c1ccccc1 (stereo not drawn)
1	2	Cc1cc(C)cc(C(=O)Nc2nnc(SCC(=O)N3CCCc4ccccc43)s2)c1
-3	5	Cc1cc(O)c(Sc2ccc(Cl)cc2)c(=O)[nH]1
-9	0	Cc1[nH]n(C(N)=S)c(=O)c1N=Nc1ccc(Cl)cc1Cl
-16	4	COc1cc(NC(=O)CSc2nccc(C)n2)c(C)cc1[N+](=O)[O-]
-14	-2	Clc1ccc(-c2csc(Nc3ccccc3)[n+]2Cc2ccco2)c(Cl)c1
-13	0	O=C(COc1ccc(N2C(=O)c3ccccc3C2=O)cc1)c1ccccc1
-1	5	Cn1nnc(C(O)CNCc2ccc(Cl)cc2)n1 (stereo not drawn)
-8	-4	Nc1nc(SCC(=O)Nc2cccc(Oc3ccccc3)c2)n[nH]1
6	-2	COCCN(Cc1ccccc1)C(=S)Nc1ccc(Cl)cc1
-31	2	COc1ccc(C2=C(C=C(C#N)C#N)C(c3ccccc3C)c3ccccc3O2)cc1OC (stereo not drawn)
-9	-5	COc1ccc(NS(=O)(=O)c2cccc(NC(=O)c3ccc(Cl)nc3)c2)cc1
-14	1	CN(N=Nc1cccc([N+](=O)[O-])c1)c1cccc([N+](=O)[O-])c1
66*	-2	COc1ccc(S(=O)(=O)NC[C@H]2CC[C@H]3[C@H](CN3Cc3cc(F)ccc3F)O2)cc1
-35	1	C=CCNC(=S)N/N=C/c1ccc(-c2cccc([N+](=O)[O-])c2)o1
-32	-3	O=S(=O)(/C=C/c1ccccc1)NCc1ccccc1Cl
-11	2	COc1ccc(CC(=O)Nc2cccc(C)n2)cc1OC
-1	0	COc1cccc(-n2cn[nH]c2=S)c1
-26	-2	N#CC1=C(N)Nc2ncnn2C1c1ccc(F)cc1 (stereo not drawn)
-16	-3	COCCSc1nc(N)c(NC(=O)c2ccc(OC)cc2)c(=O)[nH]1
-12	1	CCOC(=O)C(CC)/C(C)=N\NC(=O)c1cccc(C)c1 (stereo not drawn)
-16	-1	CN(c1cccc(Cl)c1)S(=O)(=O)c1cccc(C(=O)Nc2nc3ccccc3[nH]2)c1
-57	1	O=C(COc1cccc(C(F)(F)F)c1)Nc1ccc(S(=O)(=O)N2CCCCC2)cc1
-82	-4	Cc1nc(NC(=O)COC(=O)CCC(=O)c2cccs2)c(Cl)cc1Cl
-3	1	COc1ccccc1/C=C/C1C(C(=O)OCC(C)C)=C(C)N=C2SCCC(=O)N21 (stereo not drawn)
-14	4	Cc1cc(C)cc(N(CC(=O)NC(C)(C)C)C(=O)CNC(=O)c2cccs2)c1

A portion of the library; rates above refer to the full screens.
